# Source: PubChem BioAssay (National Center for Advancing Translational Sciences (NCATS))
# D2 PAM: positively modulates the human D2 dopamine receptor allosterically. P14416. HEK293 T-REx D2, calcium flux, EC20 dopamine potentiation. potentiation, % at 10 µM. hit rate 0.34% among 340,000;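 active means potentiation over 3 SD above the plate norm, cut at about 30% in these data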; further: 0% is about no effect
#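 Potentiation of an EC20 dopamine calcium response is measured in a force-coupled, tetracycline-inducible Hek293 Trex D2 line. Compound-only kinetic reads over 180 s flag agonists before dopamine addition.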
# TRHR ag: activates the human TRH receptor; TRHR cells, calcium flux fluo-8, FDSS agonist mode; activation, % at 2 µM; hit rate 0.18% among 360,000; in the data active means activation above about 30%; further: 0% is about no effect
# Target sequence (P34981 whole entry, looked up): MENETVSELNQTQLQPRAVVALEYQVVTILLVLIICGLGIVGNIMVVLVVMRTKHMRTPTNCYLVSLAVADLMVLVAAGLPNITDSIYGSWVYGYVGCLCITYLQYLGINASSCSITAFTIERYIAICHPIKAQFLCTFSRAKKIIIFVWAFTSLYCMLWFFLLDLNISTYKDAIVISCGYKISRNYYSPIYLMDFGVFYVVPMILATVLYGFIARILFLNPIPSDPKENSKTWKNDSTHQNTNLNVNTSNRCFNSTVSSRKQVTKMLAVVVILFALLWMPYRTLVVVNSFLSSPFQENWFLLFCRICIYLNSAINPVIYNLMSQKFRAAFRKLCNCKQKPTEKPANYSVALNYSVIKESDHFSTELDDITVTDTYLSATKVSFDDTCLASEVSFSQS
#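 Steps: seed TRHR cells overnight; add fluo-8 no-wash Ca dye, RT 30 min–1.5 h; record 10 s baseline; pin-transfer compounds; monitor fluorescence 1 cycle/s for the agonist window. Calcium increases flag candidate agonists.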
# Apoferritin bind: candidate novel general anesthetic via apoferritin binding. apoferritin/1-aminoanthracene competitive binding, fluorescence. Potency, µM (series often up to 77.5 µM), for the others: at the top dose activity change, negative = displacement, most hits filed as inhibitors. hit rate 0.074% among 350,000. AID 485281; further: potency means the concentration at half of the fitted maximal effect; on the % scale 0 is the no-effect control and ±100 the full control effect; nearly all actives have a fitted effect of over 20% in size
# Target sequence (P02791 2-175 limits assumed): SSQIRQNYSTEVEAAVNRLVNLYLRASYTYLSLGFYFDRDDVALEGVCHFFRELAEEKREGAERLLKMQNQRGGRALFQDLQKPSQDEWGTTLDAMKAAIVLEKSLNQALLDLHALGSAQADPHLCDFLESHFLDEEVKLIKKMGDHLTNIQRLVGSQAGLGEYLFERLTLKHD
#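 In PBS, apoferritin at 10 uM is loaded with 1-AMA from a 50% saturated solution. After 10 min of compound exposure at ambient temperature, reduced 535 nm fluorescence indicates probe displacement.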
# D1 ag: human D1 receptor agonism. hit rate 1% among 360,000. P21728. activation, % at 2 µM. AID 504660. HEK293 T-REx D1 cells, calcium flux, agonist mode; in the data active means activation above about 30%; further: 0% is about no effect
# Target sequence (P21728 whole entry, looked up): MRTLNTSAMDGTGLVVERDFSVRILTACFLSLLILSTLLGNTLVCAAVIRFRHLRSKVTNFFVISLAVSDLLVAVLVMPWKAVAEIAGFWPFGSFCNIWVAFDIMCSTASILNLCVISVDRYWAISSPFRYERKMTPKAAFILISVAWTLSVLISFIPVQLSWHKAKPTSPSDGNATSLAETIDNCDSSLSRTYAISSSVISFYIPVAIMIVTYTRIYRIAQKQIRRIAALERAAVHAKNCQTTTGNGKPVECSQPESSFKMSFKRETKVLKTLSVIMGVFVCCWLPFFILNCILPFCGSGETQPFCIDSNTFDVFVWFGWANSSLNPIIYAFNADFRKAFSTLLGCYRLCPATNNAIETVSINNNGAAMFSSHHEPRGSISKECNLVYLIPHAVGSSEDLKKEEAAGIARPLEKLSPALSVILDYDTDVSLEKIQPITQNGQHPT
#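 Tetracycline-induced HEK293 TREx D1 cells, force-coupled to calcium signalling, were dye-loaded with a no-wash calcium kit. Compound was pin-added after a 10 s baseline. Fluorescence was read kinetically at 1 cycle/s for 180 s, with calcium rises flagged as agonism.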
# TRHR PAM: allosterically enhances the human TRH receptor | hit rate 0.66% among 360,000 | TRHR cells, fluo-8 calcium fluorescence, EC20 TRH enhancement | enhancement, % at 2 µM | P34981; in the data active means enhancement above about 30%; further: 0% is about no effect
#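 TRHR-expressing cells loaded with fluo-8 calcium dye were read kinetically (ex 480/em 530) during compound addition, then stimulated with an EC20 of TRH (10 nM final). Enhancement of the Gq-mediated intracellular calcium response was scored.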
# D1 antag: blocks dopamine activation of the human D1 receptor | P21728 | HEK293 TREx D1 cells, calcium flux, dopamine EC80; stronger effect = lower value | activity change, negative = inhibition, % at 10 µM | hit rate 3.2% among 360,000; in the data active means activity change below about -30%; further: on the % scale 0 is the no-effect control and ±100 the full control effect
#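 Using tetracycline-induced force-coupled D1 Hek293 cells and a calcium dye, signals were followed for 180 s after compound, then for 180 s after EC80 dopamine, to detect inhibitors.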
# D1 potentiator: potentiators of human D1 dopamine receptor; hit rate 0.036% among 360,000; potentiation, % at 10 µM; HEK293 TREx D1 cells, calcium flux, dopamine EC20 potentiation; P21728; in the data active means potentiation above about 30%; further: 0% is about no effect
# RXFP1 antagonist: RXFP1 (human) relaxin receptor antagonism. activity change, negative = inhibition, % at 57.5 µM. hit rate 0.59% among 350,000. AID 1259400. Q9HBX9. HEK293-RXFP1, relaxin-stimulated cAMP HTRF, 30 min; stronger effect = lower value;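 active means activity change of -60% or lower, but not beyond a set lower limit; inconclusive means change between -60% and -40%, or beyond the set limit; inactive means change above -40%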; further: on the % scale 0 is the no-effect control and ±100 the full control effect
# RXFP1 ag: agonists of human relaxin receptor RXFP1; Potency, µM (highest dose often 57.5 µM), inactives show at the highest dose activation, actives largely listed as activators; hit rate 0.3% among 370,000; HEK293T-RXFP1 cAMP TR-FRET, 30 min; response scale: percent of porcine relaxin response, buffer zero; AID 2676; Q9HBX9; further: potency means the concentration at half of the fitted maximal effect; on the % scale 0 is the no-effect control and ±100 the full control effect; nearly all actives have a fitted effect of over 60% in size; many of its hits are not listed in these tables
#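 HEK293 cells stably expressing RXFP1, treated 30 min at 37C with compounds plus PDE4 inhibitor Ro 20174; cAMP measured by HTRF TR-FRET. Normalized to buffer and 29 nM porcine relaxin; EC50 by Hill fit.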
# The depositor's hits bear a star; ? = inconclusive; . = not tested or not shown; [ ] = remark or other dose. Unless noted, the call rests on the fitted dose curve; in most records, active means well fitted curve in the direction sought with a large enough effect; inconclusive means small, poorly fitted or top-dose-only effect, or another doubt; inactive means no such curve, though single readings can be large; an effect the other way counts as inactive or inconclusive.
SMILES,D2 PAM,TRHR ag,Apoferritin bind,D1 ag,TRHR PAM,D1 antag,D1 potentiator,RXFP1 antagonist,RXFP1 ag
COc1cc(OC)cc(C(=O)Nc2ccc(Cn3ccnc3)cc2)c1,-7,-0.7,-8%,1,4,-18,5,3,-0.8%
NS(=O)(=O)c1cccc(NC(=O)COC(=O)c2cc(-c3ccc(Cl)cc3)nc3ccccc23)c1,14,-0.2,-14%,14,8,-10,3,-7,0.7%
CCCCCOC(=O)CC(C(=O)OCCCCC)N1CCCCC1 (centres undefined),13,-0.9,3%,0,0,0,-5,-26,2.0%
CC1CCN(Cc2c(C#N)c3ccccc3n2C)CC1,-24,0.9,-17%,1,-8,1,-5,1,0.6%
CCN(CC)S(=O)(=O)c1ccc(NC(=O)CCNC(=O)c2ccco2)cc1,1,0.3,-8%,-3,-7,18,1,-17,3.7%
COc1ccccc1NC(=O)Cn1nc(-c2ccc(Cl)cc2)c2ccccc2c1=O,6,-0.2,?,1,-3,2,-3,6,4.2%
CS(=O)(=O)c1ccc(C(=O)OCC(=O)NC2CCS(=O)(=O)C2)cc1[N+](=O)[O-] (centres undefined),-7,0.2,0%,1,-1,11,-3,-15,4.6%
COc1ccccc1NC(=O)c1cnc2n(c1=O)CCS2,.,-0.2,-6%,1,7,16,0,-3,-1.0%
CCOC(=O)c1sc(=S)n(C)c1NC(=O)c1ccccc1C,22,-0.1,1%,1,13,1,-4,-2,0.8%
Cc1nc(NC(=O)C2CCCCC2C(=O)O)sc1C (centres undefined),2,0.8,-3%,5,2,6,3,0,-4.7%
O=C(NCCc1ccccn1)c1cc(-c2cccc3ccccc23)nc2ccccc12,0,-0.4,-15%,0,2,0,3,-4,2.9%
CN(C)N=C1c2cc(S(=O)(=O)N(C)C)ccc2-c2ccc(S(=O)(=O)N(C)C)cc21,6,1.8,?,-1,10,5,1,-25,1.0%
CCc1ccc(NC(=S)Nc2cc(C(=O)O)ccc2N2CC3CC(C2)c2cccc(=O)n2C3)cc1 (centres undefined),-2,0.2,-12%,1,0,8,-4,2,1.6%
O=C(Cc1ccc(Cl)cc1)Nc1ccc2oc(-c3ccc(F)cc3)nc2c1,5,0.4,3%,1,-3,-4,3,.,-0.8%
Cc1ccc(Cl)cc1N1CCN(C(=O)CCSCc2ccccc2F)CC1,0,0.1,48%[activator],19,1,-11,0,-4,4.0%
O=C(NNc1nc2ccc(F)cc2s1)c1cccc(F)c1,-14,0.1,-10%,19,-17,-9,-6,-1,-1.4%
COc1ccc(Cl)cc1NC(=O)c1cc(S(=O)(=O)N2CCCC2)cn1C,7,-1.0,-2%,1,0,0,5,-8,-2.3%
COc1ccc2c(c1)C(=O)N(c1ccccc1OC)C(=O)C2,.,1.5,-14%,4,-3,-4,1,1,-1.2%
O=C(N/N=C/c1cccc(O)c1)c1csc2ccccc12,3,-0.6,?,0,5,-5,3,-2,0.3%
CCOc1ccccc1NC(=O)CSc1nnnn1-c1ccccc1,-2,0.0,-12%,4,0,4,0,-2,0.1%
Cc1nc2ncnn2c(C)c1CCC(=O)NCc1ccccc1,2,-0.1,-8%,0,-2,9,-4,-11,5.8%
O=S(=O)(NC1CCCCC1)c1ccc(Cl)nc1,1,-0.6,-3%,4,9,-18,-2,0,2.2%
O=C(c1cc(C2CC2)nc2ccc(Br)cc12)N1N=C(C(F)F)CC1(O)C(F)F (centres undefined),20,-0.4,-17%,8,3,-12,-9,-30,0.8%
COc1ccc(CCNC(=O)C(=O)NCC2OCCN2S(=O)(=O)c2cc(F)ccc2F)cc1 (centres undefined),.,-0.1,-11%,1,0,-11,-3,-9,2.1%
CCCCOc1ccc(C(=O)NCC2(N3CCN(C)CC3)CCCCC2)cc1,0,-0.9,-6%,-1,-6,-18,-1,2,-1.9%
Cc1ccc(S(=O)(=O)N2CCN(c3ncnc4sccc34)CC2)cc1,8,0.3,-9%,9,-3,-16,-7,-1,5.6%
CCCc1nnc(NC(=O)Nc2ccccc2OC)s1,13,0.3,?,1,4,9,-3,.,0.0%
O=C(NCc1ccccc1)C1=C[C@@H](c2ccc(Br)cc2)C[C@@H](OCc2ccc(CO)cc2)O1,13,0.6,-16%,0,7,-25,-6,.,-1.6%
COc1ccc2ccc3c(c2c1)N=CC1(O3)N(C)c2ccccc2C1(C)C (centres undefined),9,0.5,0%,-3,5,12,-2,8,0.2%
CS(=O)(=O)N(CC(=O)O)Cc1cccc(CN(CC(=O)O)S(C)(=O)=O)c1,-1,0.5,-7%,0,15,12,0,.,-1.3%

# Some of these compounds in order of formula weight, low to high:
SMILES,D2 PAM,TRHR ag,Apoferritin bind,D1 ag,TRHR PAM,D1 antag,D1 potentiator,RXFP1 antagonist,RXFP1 ag
CCCc1nnc(NC(=O)Nc2ccccc2OC)s1,13,0.3,?,1,4,9,-3,.,0.0%
Cc1nc2ncnn2c(C)c1CCC(=O)NCc1ccccc1,2,-0.1,-8%,0,-2,9,-4,-11,5.8%
CCCCOc1ccc(C(=O)NCC2(N3CCN(C)CC3)CCCCC2)cc1,0,-0.9,-6%,-1,-6,-18,-1,2,-1.9%
COc1ccc(CCNC(=O)C(=O)NCC2OCCN2S(=O)(=O)c2cc(F)ccc2F)cc1 (centres undefined),.,-0.1,-11%,1,0,-11,-3,-9,2.1%

# Whole records from above.
# COc1ccc(CCNC(=O)C(=O)NCC2OCCN2S(=O)(=O)c2cc(F)ccc2F)cc1 (centres undefined) is listed as D2 PAM: .; TRHR ag: -0.1; Apoferritin bind: -11%; D1 ag: 1; TRHR PAM: 0; D1 antag: -11; D1 potentiator: -3; RXFP1 antagonist: -9; RXFP1 ag: 2.1%
# Cc1ccc(S(=O)(=O)N2CCN(c3ncnc4sccc34)CC2)cc1 is listed as D2 PAM: 8; TRHR ag: 0.3; Apoferritin bind: -9%; D1 ag: 9; TRHR PAM: -3; D1 antag: -16; D1 potentiator: -7; RXFP1 antagonist: -1; RXFP1 ag: 5.6%

# Other entries.
SMILES,D2 PAM,TRHR ag,Apoferritin bind,D1 ag,TRHR PAM,D1 antag,D1 potentiator,RXFP1 antagonist,RXFP1 ag
COc1cc(OC)cc(C(=O)NCC(c2cccs2)S(=O)(=O)c2ccc(F)c(C)c2)c1 (centres undefined),0,0.5,51%[activator],4,-5,2,1,14,2.7%
COc1ccc(NC(=S)N(CCCN2CCCC2)Cc2cccs2)cc1,6,-4.2,-7%,12,-2,-25,1,-11,0.0%
O=C(CSc1nnc(CNc2ccc(F)cc2)o1)c1ccccc1,-10,0.2,-8%,0,-1,-12,2,12,28%
COc1cc(CN2CCC(C(=O)N3CCCC(C)C3)CC2)cc(Br)c1O (centres undefined),-13,-0.5,-10%,2,-6,-8,3,-1,1.0%
COCCCNC(=O)CCCn1c(=O)c2cccn2c2cccnc21,.,-0.8,5%,1,0,-7,-3,2,20%
Cc1ccc(S(=O)(=O)NCc2cn3ccccc3n2)c(C)c1,.,-0.1,-5%,4,-7,0,-1,4,2.8%
Cc1ccc(NC(=S)N2CCN(C(=O)C3CCCO3)CC2)cc1 (centres undefined),.,0.3,10%,2,4,19,-3,-9,-1.7%
CCCCc1ccc(NC(=S)NCCN2CCOCC2)cc1,-1,-0.5,-19%,12,20,-7,-3,0,0.3%
C[C@@H]1NC(=O)N(c2ccc(F)cc2)C1=O,4,0.6,3%,2,-1,-11,-2,1,2.5%
CCOC(=O)c1nnn(CC(=O)Nc2ccccc2OC)c1C(=O)OCC,.,0.0,-13%,1,0,-9,-1,8,0.5%
CCOC(=O)C(=NC1CCCCC1)NNc1cccc(C(F)(F)F)c1,7,-0.1,2%,3,4,20,20,3,1.7%
CS(=O)(=O)N(CC(=O)Nc1ccccc1)c1cccc(Cl)c1Cl,-4,-0.1,-9%,0,1,4,3,-1,0.4%
COc1ccc(Nc2nc(C(=O)NCc3ccco3)cs2)cc1,8,0.0,2%,4,3,-21,-7,-4,-0.8%
O=C(Nc1nccs1)c1cc2cc(Cl)ccc2oc1=O,6,0.4,30%,0,8,22,-4,7,1.4%
COn1c(C)c(C)c2c3nonc3ccc21,-9,0.8,1%,2,-4,-6,2,13,-1.3%
COc1ccc(NC(=O)CSC2=C(C#N)C(c3ccco3)C3=C(CCCC3=O)N2)c(OC)c1 (centres undefined),10,-0.4,?,4,8,-21,-9,2,2.5%
Cc1ccc(C)c(SCc2nc3sc(C(=O)O)c(C)c3c(=O)[nH]2)c1,-2,0.4,0%,1,0,9,5,-7,3.5%
CC(Sc1nc2ccccc2[nH]1)C(=O)Nc1ccccc1F (centres undefined),-7,0.1,-19%,4,-1,-10,-2,-8,2.2%
COc1ccc(CCNC(=O)C(=O)NCC2CCCN2S(=O)(=O)c2cccs2)cc1 (centres undefined),.,-0.6,.,6,-1,-23,-4,6,-0.9%
COc1ccc(NC(=O)c2cc3nc(-c4ccc(Cl)c(Cl)c4)cc(C(F)(F)F)n3n2)c(OC)c1,10,-0.4,-3%,-2,7,-66*,0,10,0.9%
Cc1cc(NC(=O)C(C)SCC(=O)N(C)Cc2ccccc2F)no1 (centres undefined),-9,-1.1,.,1,1,-9,4,-2,0.3%
Cc1cc(=O)[nH]c(N/N=C/c2c[nH]c3ccccc23)n1,5,-1.4,-4%,1,0,9,-3,-2,3.5%
Cc1ccc(Cl)cc1NC(=O)CN1C(=O)C(C)(C)c2cc(S(=O)(=O)N3CCCCC3)ccc21,-3,1.8,58%[activator],0,1,14,-3,-4,0.4%
CC(C)Cn1c(=O)c2ccccc2n2c(CCC(=O)NCc3ccc(Cl)cc3)nnc12,3,0.1,9%,1,-1,-1,-2,-8,-0.6%
Cc1ccc(NC(=O)CCn2c(=O)oc3ccccc32)cc1,6,-1.3,-13%,2,7,6,-3,-13,-1.0%
CC(C)Oc1ccc(C(=O)N2CCCCC2CCN2CCCCC2)cc1 (centres undefined),-18,-0.2,3%,0,-2,6,2,-3,0.1%
Cc1cc(NS(=O)(=O)c2ccccc2)n(-c2ccccc2)n1,6,0.1,-6%,-3,1,-1,-2,-10,1.2%
NS(=O)(=O)c1ccc2nc(NC(=O)CS(=O)(=O)c3ccccc3)sc2c1,.,1.1,-7%,4,-19,-3,-4,-3,-0.7%
Cc1cc(C)c2oc(C(=O)Nc3nc4ccc(Cl)cc4s3)cc(=O)c2c1,-2,-0.1,-11%,0,1,8,1,14,5.0%
Fc1ccc(-n2ncc3c(NCCCc4ccccc4)ncnc32)cc1,-1,1.0,41%[activator],0,0,9,-2,-22,-0.3%
Cc1cc(C)c2nc(NC(=O)c3ccc(OCC4CCCO4)cc3)sc2c1 (centres undefined),8,0.1,0%,2,12,11,-6,-8,3.7%
CCOC(=O)c1cc(CC)sc1NC(=O)CC1Sc2ccc(C(F)(F)F)cc2NC1=O (centres undefined),.,0.3,8%,2,-3,-8,1,-13,-0.5%

# These rows are one share of the data (hit frequency here may not be typical).
